Source: PubChem BioAssay
Vif-A3G inh: blocks the Vif interaction with human APOBEC3G; Q9HC16; HeLa A3G-eYFP + Vif (tagged APOBEC3G with the HIV-1 protein that degrades it), YFP fluorescence, overnight; Potency, µM (highest dose often 46.1 µM), for the others: at the top dose activity, negative = active, actives largely listed as inhibitors; actives 0.076% (n = 410,000);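 also: potency is read from the fitted curve at half-maximal effect; % is scaled to controls: 0 for no effect and ±100 for the full control effect; nearly all actives have a fitted effect of over 60% in size; hits raise eYFP signal because A3G escapes Vif-driven loss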
Target sequence (Q9HC16 whole entry, looked up): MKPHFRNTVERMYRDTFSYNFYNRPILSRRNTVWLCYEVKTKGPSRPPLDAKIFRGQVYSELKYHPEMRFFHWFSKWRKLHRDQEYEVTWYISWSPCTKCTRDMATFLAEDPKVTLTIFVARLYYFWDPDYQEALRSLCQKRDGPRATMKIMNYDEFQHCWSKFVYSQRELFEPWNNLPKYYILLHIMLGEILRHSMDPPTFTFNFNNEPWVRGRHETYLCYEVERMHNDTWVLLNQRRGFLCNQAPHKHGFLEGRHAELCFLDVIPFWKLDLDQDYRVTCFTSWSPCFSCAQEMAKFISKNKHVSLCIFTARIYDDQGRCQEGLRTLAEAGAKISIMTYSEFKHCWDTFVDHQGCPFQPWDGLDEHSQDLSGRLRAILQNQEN
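Read-out is eYFP fluorescence (Ex 488/Em 500-530) from Vif-expressing HeLa A3G-eYFP cells; more signal means A3G escaped Vif-mediated degradation. Cells plated overnight, compound pinned in, incubated overnight at 37 deg C.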
USP1-UAF1 inh: USP1/UAF1 (human) deubiquitinase inhibition | O94782 | recombinant USP1/UAF1, Ub-Rhodamine cleavage fluorescence | Potency, µM (top dose mostly 57.1 µM), for inactives: at the highest dose activity change, negative = inhibition, usual class: inhibitors | actives 0.23% (n = 390,000); also: potency is read from the fitted curve at half-maximal effect; % is scaled to controls: 0 for no effect and ±100 for the full control effect; nearly all actives have a fitted effect of over 60% in size; inactives centre near -12
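In this screen, compounds sit with the deubiquitinase complex (1nM) for 15 min at room temperature before Ub-Rho is added at 150nM final. Fluorescence rise is then followed for 6 reads every 60 seconds.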
IDH1 R132H inh: blocks human mutant IDH1 R132H enzyme; AID 602179; IDH1-R132H enzyme, NADPH consumption, diaphorase/resazurin fluorescence; Potency, µM (titrated, usually from 76.6 µM), without a hit: at the highest dose activity change, negative = inhibition, actives largely listed as inhibitors; actives 0.093% (n = 390,000); also: potency is read from the fitted curve at half-maximal effect; % is scaled to controls: 0 for no effect and ±100 for the full control effect; nearly all actives have a fitted effect of over 65% in size
Target sequence (O75874 whole entry R132H, stated change not applied): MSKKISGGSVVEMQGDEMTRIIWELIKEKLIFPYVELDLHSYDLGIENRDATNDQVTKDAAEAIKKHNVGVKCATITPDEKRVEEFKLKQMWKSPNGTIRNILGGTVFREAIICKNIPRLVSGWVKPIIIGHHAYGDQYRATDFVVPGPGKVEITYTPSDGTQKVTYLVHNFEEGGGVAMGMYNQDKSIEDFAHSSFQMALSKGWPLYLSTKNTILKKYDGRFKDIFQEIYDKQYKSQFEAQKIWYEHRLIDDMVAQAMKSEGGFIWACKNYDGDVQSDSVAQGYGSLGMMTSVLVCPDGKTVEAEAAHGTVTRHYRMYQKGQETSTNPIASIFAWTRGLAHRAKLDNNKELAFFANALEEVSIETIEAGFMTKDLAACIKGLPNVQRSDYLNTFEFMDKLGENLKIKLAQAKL
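IDH1-R132H (0.5 ug/mL dispensed) in pH 7.5 Tris buffer was preincubated 30 min with compound, then given a substrate mix of 0.016 mM NADPH and 2 mM alpha-KG for 80 min at room temperature; remaining NADPH was read by diaphorase/resazurin fluorescence.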
Glioma ERSR ind: inducers of ER stress response in human glioma cells. U87-MG GRP78 promoter luciferase reporter, 16 h. Potency, µM, without a hit: top-dose activation, hits mostly activators. actives 0.02% (n = 420,000); also: potency is read from the fitted curve at half-maximal effect; series mostly up to about 76 µM; % of control where 0% means no effect; nearly all actives have a fitted effect of over 35% in size
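ERSR induction read as luciferase luminescence (Bright-Glo, 10 min at room temperature) in stably transfected human U87-MG glioma cells exposed to compounds for 16 h, using GRP78 as sensor.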
TrxR1 substrate: substrates of rat thioredoxin reductase 1 | O89049 | purified TrxR1 substrate turnover, NADPH consumption readout | Potency, µM (doses to about 114 µM), for the others: at the top dose activity change, negative = substrate turnover | actives 0.01% (n = 390,000); also: potency is read from the fitted curve at half-maximal effect; % is scaled to controls: 0 for no effect and ±100 for the full control effect; nearly all actives have a fitted effect of over 50% in size
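Rat TrxR1, dispensed at 90 nM, was prereduced with 400 uM NADPH (final) for 5 min at ~22 deg C, then incubated with compound 15 min before 400 uM selenite. A first-read NADPH fluorescence drop versus no-compound background flagged substrates.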
Vif-APOBEC3F blk: inhibitors of Vif-A3F interaction; HeLa A3F-eYFP + Vif (tagged APOBEC3F with the HIV-1 protein that degrades it), YFP fluorescence increase; Potency, µM (series often up to 46.1 µM), for inactives: at the top dose activity, negative = active; actives 0.2% (n = 390,000); AID 602313; also: potency is read from the fitted curve at half-maximal effect; % of control where 0% means no effect; nearly all actives have a fitted effect of over 65% in size
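HeLa cells stably expressing A3F-eYFP plus Vif, plated and incubated overnight at 37 deg C, then exposed to compounds overnight at 37 deg C. Blocked degradation read as raised yellow fluorescence (Ex 488/Em 500-530).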
LDHA inh: inhibitors of human lactate dehydrogenase A. AID 1347041. activity change, % (values are at about 110 or 230 µM). P00338. purified LDHA, NADH/diaphorase-resazurin fluorescence; hits give low values. actives 0.15% (n = 480,000); in the data active = activity change below about -30%; inconclusive = mostly about -25% to -30%;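 also: plate controls were DMSO wells for no effect and wells without enzyme for full effect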
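LDH5 2 nM; NADH 0.06 mM, pyruvate 0.2 mM; 200 mM Tris pH 7.4, EDTA, Tween-20; 5 min RT. Detection: diaphorase 0.133 mg/mL + resazurin 37 µM, fluorescence ex540/em590 at 0 and 20 min; normalized to enzyme-free and DMSO wells.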
rTrxR1 inhibitor: inhibitors of rat thioredoxin reductase 1; recombinant rTrxR1, NADPH fluorescence consumption, selenite substrate; Potency, µM (highest dose often 114 µM), for the others: at the top dose activity change, negative = inhibition, usual class: inhibitors; actives 1% (n = 390,000); AID 588453; also: potency is read from the fitted curve at half-maximal effect; % is scaled to controls: 0 for no effect and ±100 for the full control effect; nearly all actives have a fitted effect of over 65% in size
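Rat TrxR1 (90 nM in the dispensed reagent) was pre-reduced with 400 uM NADPH for 5 min at room temperature, then incubated with compound for 15 min. After 400 uM selenite was added, NADPH fluorescence (Ex 340/Em 450 nm) was followed for 8 min.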
RGS4 inhibitor: inhibitors of human regulator of G protein signaling 4. Potency, µM (series often up to 114 µM), inactives show top-dose activity change, negative = inhibition, hits mostly inhibitors. actives 0.039% (n = 390,000). Transcreener GDP fluorescence polarization, RGS4-accelerated GTP hydrolysis. AID 504845; also: potency is read from the fitted curve at half-maximal effect; % is scaled to controls: 0 for no effect and ±100 for the full control effect; nearly all actives have a fitted effect of over 75% in size; some results filed as inactive show a strong effect at the top dose
Target sequence (P49798 whole entry, looked up): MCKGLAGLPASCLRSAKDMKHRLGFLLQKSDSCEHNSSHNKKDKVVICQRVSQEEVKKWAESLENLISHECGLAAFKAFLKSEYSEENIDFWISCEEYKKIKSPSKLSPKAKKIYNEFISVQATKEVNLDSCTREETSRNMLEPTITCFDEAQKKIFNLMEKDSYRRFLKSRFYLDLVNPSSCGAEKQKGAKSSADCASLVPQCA
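MLSMR compounds (23 nl, pin-transferred) preincubated 10 min at room temperature with a 500nM (2x) first reagent, then RGS4 at 900nM (2x) plus Transcreener GDP mix added; fluorescence polarization (620/688 nm) read before and after 90 min at 30 °C.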
The depositor's hits bear a star; ? = inconclusive; · = not tested or not shown; & = joins results of further samples; [ ] = remark or other dose. Unless noted, calls follow the shape of the dose curve; as a rule, active = well fitted curve in the direction sought with a large enough effect; inconclusive = small, poorly fitted or top-dose-only effect, or another doubt; inactive = no such curve, though single readings can be large; an effect the other way counts as inactive or inconclusive. These rows are one share of the data (hit frequency here may not be typical).

SMILES | Vif-A3G inh | USP1-UAF1 inh | IDH1 R132H inh | Glioma ERSR ind | TrxR1 substrate | Vif-APOBEC3F blk | LDHA inh | rTrxR1 inhibitor | RGS4 inhibitor
COc1ccc(CCNC(=O)c2cnn(-c3cccc(C)c3)c2C2CCNCC2)cc1OC | -3% | -13% | 9% | -3% | 0% | -17% | 2 | -1% | -16%
CCOC(=O)c1ccc(NC(=O)C2CC(=O)NC(=Nc3ccc(C)c(C)c3)S2)cc1 (stereo unspecified) | 1% | ? | -11% | -4% | -6% | -8% | -1 | 4% | -42%
CCC1CCCCN1C(=O)CCNS(=O)(=O)c1ccc2c(c1)oc(=O)n2C (stereo unspecified) | 0% | -3% | -2% | -1% | -3% | -25% | -5 | 18% | 31%
CC(=O)c1ccc(NC(=O)CCCN2C(=O)C(c3ccccc3)Oc3cccnc32)cc1 (stereo unspecified) | 1% | -24% | 3% | -4% | 1% | 0% | -1 | 19% | -28%[56.9 µM]
Cc1ccnc(NC(=O)CCC(=O)N(CC(=O)NC2CCCCC2)Cc2cccs2)c1 | -2% | -2% | -1% | -3% | 5% | 9% | -10 | 21%[57.1 µM] | -6%
COc1ccc(C(=O)N2CCN(C(=O)c3ccco3)CC2)cc1OC | -6% | -7% | 0% | -1% | 1%[57.1 µM] | 5% | -1 | 1%[57.1 µM] | -1%
CCCCn1nc2cc(C(=O)N[C@H](C)C3CCCCC3)ccc2c1OCC | -4% | -26% | -4%[38.3 µM] | 4% | 32%[activator] | 1% | 1 | 4% | -11%
O=C(Nc1ccc(N2CCCCCC2)cc1)c1ccc[nH]1 | 1% | -11% | -2% | -3% | -5% | 4% | -6 | -8% | -22%
COc1cc(NCCCCCCN)c2ncccc2c1OC | -4% | 8.9µM* | 41%[activator] | -13% | -8%[57.1 µM] | -5% | 42 | -17% | -18%
Cc1ccc(S(=O)(=O)Nc2cccc3ncccc23)s1 | 10% | -23% | 10% | ? | 2% | 9% | 14 | 0% | -7%[11.4 µM]
COc1ccc(S(=O)(=O)Nc2cc(Sc3ncn[nH]3)c(O)cc2C)cc1 | -3% | ? | 19% | -2% | 2% | -4% | 12 | 16% | 11%
O=C(NCc1ccc(Cl)cc1)c1ccc(COCC(F)(F)F)o1 | -1% | -6% | 7% | -3% | 5% | 2% | -5 | 1% | -10%

Next part (2 carried over from the part before).
SMILES | Vif-A3G inh | USP1-UAF1 inh | IDH1 R132H inh | Glioma ERSR ind | TrxR1 substrate | Vif-APOBEC3F blk | LDHA inh | rTrxR1 inhibitor | RGS4 inhibitor
COc1ccc(S(=O)(=O)Nc2cc(Sc3ncn[nH]3)c(O)cc2C)cc1 | -3% | ? | 19% | -2% | 2% | -4% | 12 | 16% | 11%
O=C(NCc1ccc(Cl)cc1)c1ccc(COCC(F)(F)F)o1 | -1% | -6% | 7% | -3% | 5% | 2% | -5 | 1% | -10%
CCOC(=O)c1c(/N=C/C2=C(O)CCCC2=O)sc2c1CCCC2 | 2% | -22% | 12% | -2% | -2% | 7% | 2 | 5% | -21%
Cc1ccc(CCN2CC(C(=O)NCCC(C)C)CC2=O)cc1 (stereo unspecified) | 0% | -19% | -7% | -5% | 1% | -4% | -20 | 19% | 5%[56.9 µM]
CC(=O)Oc1ccc(N(C(C)=O)S(=O)(=O)c2ccc3ccccc3c2)cc1Br | 0% | -6% | 10% | 1% | 0% | -2% | -3 | 7% | 17%
CN(CC(=O)NCCc1ccc(Cl)cc1)S(=O)(=O)c1cccs1 | 0% | -9% | -3% | -1% | -2%[57.1 µM] | 5% | -3 | 0%[57.1 µM] | -16%
O=C(N/N=C/C(Br)=C\c1ccccc1)c1ccc2nc[nH]c2c1 | ? | 2% | 2% | 1% | -12% | ? | -1 | ? | ?
Cc1cc(C)c(NC(=O)NC(=O)C(Cl)(Cl)Cl)c(C)c1 | 6% | -9% | 3% | 0% | -9%[57.1 µM] | -3% | -3 | 18%[57.1 µM] | -14%
NC(=O)Cn1c(=O)n(-c2ccccc2)c(=O)c2oc3ccccc3c21 | -4% | -15% | 15% | -3% | 15% | -1% | -1 | 3% | 10%
Cn1ccnc1SCCC#N | -1% | -13% | -2% | -1% | 3% | -5% | -2 | 5% | -4%
COc1cc(C(=O)Nc2ccc(C(C)=O)cc2)c(Br)c(OC)c1OC | -4% | -8% | -8% | 2% | -11% | 9% | -10 | -6% | -8%
CCOC(=O)C1=C(CC)Nc2ccccc2N=C1NC(=O)c1oc2ccccc2c1C | -8% | -9% | 2% | -7% | 2%[57.1 µM] | -7% | -4 | 26%[57.1 µM] | -29%
CCC(C)NC(=O)c1ccccc1NC(=O)CN(c1ccc(OC)cc1)S(C)(=O)=O (stereo unspecified) | 1% | -3% | -7% | -3% | -8% | -6% | -7 | -9% | -1%
O=C1CSC(c2ccccc2F)N1 (stereo unspecified) | -5% | -16% | -1% | -3% | 6% | -2% | -5 | 29% | 10%
CC(=O)Nc1ccc(NCC(O)COc2ccccc2)cc1 (stereo unspecified) | -1% | -1% | 16% | 0% | 9%[57.1 µM] | 1% | 14 | -10%[57.1 µM] | 26%
CCN1CCN(C(=O)c2ccc3c(c2)c(C)c(C)n3Cc2ccccc2)CC1 | -2% | -4% | 0% | 7% | 3%[57.1 µM] | 6% | -7 | -2%[57.1 µM] | 11%
O=C(CN1CCN(S(=O)(=O)N2CCOCC2)CC1)Nc1ccc(Cl)c(Cl)c1 | 0% | -2% | 0% | -5% | 9%[0.0914 µM] | 9% | -6 | -1%[57.1 µM] | 11%
O=C(CSc1nncc(=O)[nH]1)Nc1cccc([N+](=O)[O-])c1 | -1% | -31% | -9% | -4% | -1% | 1% | 0 | 20% | -16%
O=C(Cn1ncn2c(cc3ccccc32)c1=O)NCc1ccco1 | 0% | -3% | 2% | -4% | 11% | -1% | -2 | ? | -34%
CCc1ccc(NC(=O)CSc2nc3c(c(=O)[nH]2)CN(Cc2ccc4c(c2)OCO4)CC3)cc1 | 4% | -14% | ? | -2% | -3% | 4% | 2&-9 | 12% | 4%
CCN(CC)C(=O)CSc1nnc(-c2ccccn2)n1-c1ccc(C)c(C)c1 | -5% | -16% | 1% | -4% | 2% | -5% | -5 | 9% | -16%
CCCCCC/C(=N/O)c1ccccn1 | 1% | -11% | 8% | 9% | 1% | -6% | 2 | 9% | 13%
COc1ccc(C(=O)NC(=S)Nc2ccc(N3CCOCC3)c(Cl)c2)cc1[N+](=O)[O-] | 4% | -15% | 6% | -2% | -3% | 0% | -6 | -3% | 6%
CCC(C)n1nccc1NC(=O)C(C)Cl (stereo unspecified) | -6% | -17% | -4% | -3% | 7% | -14% | 1 | 12% | 24%
O=C(CNC(=O)c1ccco1)NC1CCCCCC1 | 0% | -5% | -5% | 2% | 0%[57.1 µM] | ? | -3 | 1%[57.1 µM] | 2%
Cc1ccc(S(=O)(=O)c2cc3c(=O)n4cccc(C)c4nc3n(CCc3ccccc3)c2=N)cc1C | 1% | -15% | 9% | -4% | 5% | 11% | -4 | 10% | -14%
Cn1cnc(S(=O)(=O)N2CCC(C(=O)NCc3ccccc3)CC2)c1 | 7% | -11% | -8% | -3% | 0%[57.1 µM] | 4% | -13 | 13%[57.1 µM] | 21%
CC1=CC(C)(C)NC(=S)N1c1cc(C)cc(C)c1 | 2% | -11% | 22% | -5% | 9%[57.1 µM] | ? | -4 | 14%[57.1 µM] | -6%
Cc1ccc(-c2c[n+](CC(=O)Nc3ccccc3C)c3n2CCC3)cc1 | -2% | -3% | 11% | -2% | -5%[11.4 µM] | 12% | -7 | 9%[11.4 µM] | 35%
CCSc1nnc(NC(=O)/C=C/c2ccco2)s1 | -2% | -4% | 16% | -2% | -8% | 0% | -7 | ? | -31%
CC(=O)c1ccc(NC(=O)C2CCC(CNS(=O)(=O)c3cccc4nsnc34)CC2)cc1 (stereo unspecified) | -2% | -10% | 0% | -3% | 7% | 4% | -2 | 47%[activator] | -18%
CC1CCCC(C)N1C(=O)CSc1nnnn1C1CCCC1 (stereo unspecified) | 3% | -5% | -5% | 3% | -5% | -11% | -6 | 3% | -13%
COc1ccc(C(=O)CN2CCN(S(=O)(=O)c3cccc([N+](=O)[O-])c3)CC2)cc1 | 3% | -11% | 1% | -7% | 5%[57.1 µM] | 4% | 3 | -43% | -23%
COc1ccc(C2=Nn3c(nnc3-c3ccccc3C(F)(F)F)SC2)cc1OC1CCOC1 (stereo unspecified) | -16% | · | · | -3% | -7% | 0% | -12 | 2% | ?
Cc1cc(=O)n2nc(N3CCC(C(=O)NCc4ccccc4Cl)CC3)sc2n1 | -1%&4% | -2%&-23% | -10%&-25% | -3%&-1% | -8%&-2% | 2%&1% | -5&-2 | 0%&4% | 16%&-8%
O=C(NCc1ccccc1F)C(c1ccccc1)c1ccccc1 | 4% | -23% | 3% | -3% | -12% | -1% | -2 | -12% | 14%
Cc1ccccc1CN1C[C@@H]2C[C@@H](c3cn[nH]c3-c3ccccc3)N3CCC[C@@]23C1=O | -1% | -14% | 1% | -4% | 7%[57.1 µM] | -3% | -6 | 10%[57.1 µM] | -7%
O=[N+]([O-])c1cccc(-c2ccc3nnc(SCc4cccnc4)n3n2)c1 | 0% | -10% | 0% | -6% | -2% | -2% | -7 | 7% | 11%[11.4 µM]
